AI-2 QS modul: Vibrio harveyi AI-2 quorum sensing modulators, primary screen, JMH597 strain, luminescence/OD600 ratio; Vibrio harveyi JMH597 AI-2 luminescence/OD600 ratio, 9 h; hits give low values; strain lacks LuxN and CqsS sensors; 0 = neutral-control median; activity change, % at 7.5 µM; actives 0.4% (n = 300,000); in the data active = activity change below about -75%, passing the limit was not always enough;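 also: luminescence divided by OD600 gain over 9 h not by final OD600 alone; inactives centre near 13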
HSF1 activator: HSF-1 activators, primary screen, NIH3T3-HGL cells, MG132 stress, luminescence, single point. NIH3T3-HGL HSF-1 luciferase reporter, 8 h; 100% = twice DMSO control signal. activation, % at 9 µM. actives 1.7% (n = 300,000). AID 504408, 2011;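 active = mean replicate activation of at least 50% with a set share of replicates each reaching 50%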;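 also: 0% = median of the neutral control wells and 100% = twice that signal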
GSK3A inh: blockers of GSK3A enzyme activity – biochemical, luminescence, cell-free homogeneous, HTS, primary screen; Glycogen synthase kinase-3 alpha (Homo sapiens), P49840; GSK-3 alpha kinase, ADP-Glo luminescence, 60 min; inhibition, % at 10 µM; actives 0.1% (n = 320,000); AID 2650, 2010;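 in the data active = inhibition above about 50%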;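 also: GST-tagged GSK-3 alpha with peptide substrate and 25 µM ATP; 0% = DMSO neutral wells and 100% = GW8510 positive control wells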
Target sequence (P49840 whole entry, looked up): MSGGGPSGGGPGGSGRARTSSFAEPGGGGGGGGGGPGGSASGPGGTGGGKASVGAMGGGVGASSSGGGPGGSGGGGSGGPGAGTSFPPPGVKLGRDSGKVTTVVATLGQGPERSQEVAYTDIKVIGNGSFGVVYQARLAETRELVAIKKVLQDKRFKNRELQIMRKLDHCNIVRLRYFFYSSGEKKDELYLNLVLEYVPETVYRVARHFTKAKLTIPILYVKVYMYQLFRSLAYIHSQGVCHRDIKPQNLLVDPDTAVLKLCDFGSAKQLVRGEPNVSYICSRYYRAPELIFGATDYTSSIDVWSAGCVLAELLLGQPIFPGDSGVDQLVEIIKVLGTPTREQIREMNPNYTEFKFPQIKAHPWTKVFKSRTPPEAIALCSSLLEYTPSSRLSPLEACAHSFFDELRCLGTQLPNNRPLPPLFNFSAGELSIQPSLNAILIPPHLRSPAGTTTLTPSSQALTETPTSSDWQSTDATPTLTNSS
GSK3beta inhib: human GSK3beta kinase inhibitors, primary screen, biochemical, cell-free homogeneous, HTS | AID 2097, 2009 | GST-GSK3beta kinase, ADP-Glo luminescence, 60 min; hits give low values | activity score (negative = inhibition), % at 10 µM | Glycogen synthase kinase-3 beta (Homo sapiens), P49841 | actives 0.038% (n = 300,000);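 active = more than half of replicate wells score below -50%, meaning over 50% inhibition versus plate controls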;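 also: 0% = median DMSO wells and -100% = median GW8510 positive control wells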
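Test system: GST-tagged human GSK3beta kinase, cell-free; evaluation: activity score scaled between in-plate DMSO and GW8510 controls; measured by: ADP-Glo luminescence; incubation: 60 min reaction, RT; benchmarks: DMSO and 20 µM GW8510; reagent: peptide substrate plus 25 µM ATP (final); medium: Tris/MgCl2 kinase buffer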
PolyA inhibitor: polyadenylation inhibitors in yeast reporter cells, primary screen, luminescence, S. cerevisiae; S. cerevisiae SKY197-pL101 polyadenylation reporter, beta-gal luminescence; efflux-impaired pdr1/pdr3 knockout yeast; score 100 = 6 SD above DMSO; calls only at 12 µM; actives 0.02% (n = 300,000); AID 1875, 2009;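 active = lowest replicate activity score at least 50, where 100 means six control SD above control mean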;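 also: yeast exposed to compound for 9 h at 30 °C; higher score means more reporter readthrough which indicates perturbed polyadenylation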
DYRK1A inh: rat Dyrk1A kinase inhibitors, primary screen, biochemical, single point, plate reader; Dual specificity tyrosine-phosphorylation-regulated kinase 1A (Rattus norvegicus), Q63470; ADP-Glo luminescence, NFATc1 peptide; inhibition, % at 12.5 µM; actives 0.43% (n = 310,000); in the data active = inhibition above about 50%;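 also: plate controls were vehicle with enzyme for no effect and no enzyme for full effect; many of its hits are not listed in these tables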
HSP90 refold inh: HSP90 inhibitors, primary screen, cell lysate, luminescence; Heat shock protein HSP 90 (rabbit reticulocyte lysate; luciferase refolding); Rabbit reticulocyte lysate, luciferase refolding luminescence, 3 h; inhibition, % at 5.6 µM; actives 0.91% (n = 290,000); AID 1789, 2009;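 active = inhibition above the screen-wide mean plus 3 SD, computed separately per campaign, cut at about 16% in these data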;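 also: 0% = DMSO wells and 100% = 60 µM geldanamycin wells; inhibitors lower the luminescence because luciferase stays unfolded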
Platelet DG rel: inhibitors of platelet dense granule secretion, primary screen, cell-based, MLPCN, human platelets | actives 0.22% (n = 300,000) | human platelet-rich plasma, SFLLRN dense granule ATP release, luminescence | inhibition, %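 (compounds screened at 7.5 µM in platelet-rich plasma)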;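 active = mean replicate score, as percent of positive control, at or above 50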
HDAC3 inhib: HDAC3 deacetylase inhibitors, primary screen, biochemical, fluorescence, cell-free homogeneous; Histone deacetylase 3 (Homo sapiens), O15379; inhibition, % at 8.3 µM; recombinant HDAC3, fluorogenic peptide/trypsin coupled; actives 0.15% (n = 320,000); in the data active = inhibition above about 26%, passing the limit was not always enough
Target sequence (O15379 whole entry, looked up): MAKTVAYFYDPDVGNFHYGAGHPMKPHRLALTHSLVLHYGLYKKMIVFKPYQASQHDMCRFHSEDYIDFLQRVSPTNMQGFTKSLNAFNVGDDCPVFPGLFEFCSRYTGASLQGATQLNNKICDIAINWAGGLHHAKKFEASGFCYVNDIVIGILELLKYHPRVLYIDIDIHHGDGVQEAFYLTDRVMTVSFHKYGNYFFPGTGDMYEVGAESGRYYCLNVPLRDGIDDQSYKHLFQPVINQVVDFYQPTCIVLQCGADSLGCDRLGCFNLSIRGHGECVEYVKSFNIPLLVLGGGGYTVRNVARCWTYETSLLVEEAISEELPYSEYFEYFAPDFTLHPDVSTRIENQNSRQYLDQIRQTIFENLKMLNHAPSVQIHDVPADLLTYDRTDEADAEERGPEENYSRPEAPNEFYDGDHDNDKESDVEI
HSF1 inhib: HSF1 inhibitors in luciferase reporter cells, primary screen, cell-based, NIH3T3, luminescence; AID 2098, 2009; activity change, negative = inhibition, % at 7.5 µM (by protocol); NIH3T3-HGL HSE-luciferase, MG132-induced, luminescence 8 h; hits give low values; actives 0.77% (n = 300,000);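 active = more than half of replicate wells show activity change below -50%, luminescence cut by over half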;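 also: luciferase reports HSF-1 transcriptional activity via heat shock element; 0% = median of DMSO wells and -100% = zero luminescence signal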
The depositor's hits bear a star; i = inactive; nt = no result given. Only part of the results is shown (hit frequency here may not be typical).

| AI-2 QS modul | Structure | HSF1 activator | GSK3A inh | GSK3beta inhib | PolyA inhibitor | DYRK1A inh | HSP90 refold inh | Platelet DG rel | HDAC3 inhib | HSF1 inhib |
| --- | --- | --- | --- | --- | --- | --- | --- | --- | --- | --- |
| -1 | NC(=O)CSc1nnc(-c2cccc(S(=O)(=O)N3CCOCC3)c2)n1C1CCCCCC1 | -4 | -3 | 5 | i | 19 | 6 | 2 | 1 | -4 |
| 15 | COC(=O)c1ccc(N2CCCCC2)c(NS(=O)(=O)c2ccc(C)cc2)c1 | -12 | -2 | -1 | i | -2 | 5 | 8 | 9 | -11 |
| 3 | CC1=NNC(=O)C1C(c1ccc(Cl)cc1)C(C#N)C#N (stereo not given) | -7 | 3 | -4 | i | nt | -2 | 0 | 3 | 2 |
| 0 | O=C(CSc1nc2ccccc2o1)N1CCN(c2ccc(Cl)cc2)CC1 | -4 | -3 | 0 | i | -9 | 0 | -7 | -2 | -3 |
| 16 | COc1ccc(Cc2nc3ccc(C(=O)NCc4ncc(C)[nH]4)cc3o2)cc1OC | 24 | 3 | -1 | i | 1 | -2 | -7 | 1 | 4 |
| 22 | CCc1ccc(N2C(=O)CC(Cn3nc(C)cc3C)C2=O)cc1 (stereo not given) | 3 | -2 | 3 | i | nt | -3 | 4 | -14 | -3 |
| 19 | CC1CCC2(CC1)NC(=O)N(CC(=O)c1ccc[nH]1)C2=O (stereo not given) | -10 | -1 | -2 | i | 0 | 5 | 4 | -1 | -2 |
| 6 | Cc1cc(NCc2ccccn2)n2nc(C)c(-c3ccc(Cl)cc3)c2n1 | nt | 0 | -3 | i | -1 | 4 | nt | 6 | nt |
| 55 | Cn1cc(CN2CCC(n3nccc3NC(=O)CCCc3ccccc3)CC2)cn1 | 2 | -5 | 1 | i | -5 | -3 | 4 | -14 | -4 |
| 48 | COc1cc(C2=NOC(C(=O)N3CCN(c4ccc(F)cc4)CC3)C2)cc(OC)c1OC (stereo not given) | -9 | nt | -14 | i | -3 | -2 | -6 | 7 | 0 |
| -7 | CC(C)Cc1ccc(C(C)C(=N)N)cc1 (stereo not given) | 7 | -3 | -1 | i | nt | 2 | -2 | 2 | -12 |
| 24 | CC(=O)Nc1nnc(CSCc2ccc(F)cc2)s1 | 3 | -2 | -28 | i | -3 | 5 | -7 | 0 | -4 |
| 13 | C/C(=N\N=C1\NC(=O)C(CC(=O)NCc2ccccc2)S1)C(C)C (stereo not given) | 6 | 0 | 0 | i | 3 | 0 | 1 | 5 | -15 |
| 14 | CCOC(=O)c1c(N)sc(C(=O)N(C)C)c1CN1CCOCC1 | 2 | -3 | 1 | i | -2 | -6 | 1 | 0 | -2 |
| 8 | CC(C)c1nc2sc3c(=O)n(N)cnc3c2c2c1COC(C)(C)C2 | -8 | -2 | -1 | i | -4 | -2 | 4 | -1 | -3 |
| 32 | COc1ccc(S(=O)(=O)N(C)CC(=O)Nc2cccc(C(C)=O)c2)cc1Cl | 5 | 0 | 0 | i | -4 | -2 | -6 | 3 | 1 |
| 7 | O=C1CCC([N+](=O)[O-])C(c2ccc(Cl)cc2Cl)N1 (stereo not given) | 15 | -3 | -3 | i | 4 | 3 | 17 | -1 | 2 |
| 18 | CCN1CCN(CNC(=O)c2cnccn2)CC1 | 14 | -1 | 3 | i | -5 | 2 | -13 | -6 | 5 |
| -3 | O=C(NCc1ccccn1)c1cn(Cc2ccccc2)nn1 | 0 | -3 | 3 | i | nt | -1 | 1 | -10 | 1 |
| 19 | CC(c1ccccc1)C1CC(=O)N(Cc2ccccc2)C1=O (stereo not given) | 1 | 5 | -1 | i | -8 | -1 | -3 | 6 | -7 |
| 17 | CN(C(=O)COc1ccc(S(=O)(=O)N2CCOCC2)cc1[N+](=O)[O-])C1CCS(=O)(=O)C1 (stereo not given) | -9 | 1 | 1 | i | 2 | -4 | -16 | -2 | -3 |
| -1 | COc1ccc(C(=O)N/N=C2\SCC(=O)N2Cc2ccc3c(c2)OCO3)c(OC)c1 | 20 | 7 | 2 | i | -2 | -5 | -9 | 1 | 12 |
| 26 | CN(CC(=O)Nc1cccc(F)c1)C(=O)c1ccc(C2SCCS2)cc1 | 5 | -3 | 0 | i | -2 | nt | -2 | 59* | 1 |
| 16 | CCC(=O)OCCCCCCOc1ccc(C(=O)O)cc1 | -6 | -1 | 3 | i | -6 | 2 | 1 | 11 | -6 |
| 38 | COc1cc(/C=C2/SC(=S)N(c3ccccc3)C2=O)ccc1Oc1nc(N2CCOCC2)nc(N2CCOCC2)n1 | -10 | -1 | -4 | i | -3 | 2 | 0 | -4 | 2 |
| 6 | C/C(=C\c1ccccc1)CN1CCC(C(=O)N2CCC(C)CC2)CC1 | -22 | 1 | 3 | i | 8 | 4 | -3 | -7 | -7 |
| 5 | Cc1ccc(S(=O)(=O)N2CCOCC2)cc1C(=O)OCC(=O)Nc1ccc2[nH]c(=O)[nH]c2c1 | 11 | -1 | -2 | nt | 6 | nt | 1 | -5 | 2 |
| -5 | O=C(CSc1ccccc1)NC1CCCCCC1 | 42 | 1 | -2 | i | nt | 1 | -3 | 2 | 20 |
| 18 | Cc1c(-c2nc(-c3ccc(C(C)(C)C)cc3)no2)n(C)oc1=O | -78 | -4 | 1 | i | -1 | 70* | 5 | -1 | -74* |
| 22 | O=C(CN1CCOCC1)NCc1cc([N+](=O)[O-])ccc1O | 17 | -1 | 1 | i | 10 | 1 | -23 | 4 | 3 |
| 5 | CN(C)c1ccc(P(=O)(OCc2ccccc2)C(O)c2ccncc2)cc1 (stereo not given) | 7 | 0 | 1 | i | -3 | 3 | 1 | 0 | -3 |
| 18 | COc1cc2c(cc1OC)CN(Cc1ccccc1)CC2 | 8 | -1 | 6 | nt | 10 | -7 | 3 | -4 | 3 |
| 19 | Cc1ccc2nnc(Cl)n2n1 | 8 | -2 | -1 | i | 4 | 0 | 5 | -5 | 0 |
| 17 | CCc1noc(C)c1C(=O)NNC(=O)c1nn(CC)c(=O)c2ccccc12 | -5 | -1 | -2 | i | -1 | nt | 2 | 0 | 0 |
| 25 | Cc1ccc(S(=O)(=O)N2CCCC2C(=O)O)s1 (stereo not given) | 9 | -2 | -2 | i | 10 | 2 | -3 | -5 | -5 |
| 21 | CC(=O)N1N=C(c2ccccc2)OC12CCCC2 | nt | -1 | -1 | i | -3 | 0 | 2 | -11 | nt |
| -4 | Cc1ccc(SCCN2CCC(NC(=O)OCc3ccccc3)CCC2=O)cc1 (stereo not given) | 6 | -5 | 3 | i | nt | -8 | -5 | 2 | 10 |
| 12 | CC(=O)N(C(C)=O)c1ncc2c([nH]c3ccccc32)c1C#N | -21 | 8 | -5 | i | 35 | 2 | -2 | -10 | -23 |
| 26 | Cc1nc(-c2cccc(Br)c2)ccc1C(=O)O | -7 | nt | -2 | i | nt | 1 | 9 | nt | -5 |
| 11 | CC1Oc2ccccc2N(CC(=O)NCC2CCCO2)C1=O (stereo not given) | -8 | -1 | 1 | i | 5 | -1 | 9 | 7 | -2 |
| 24 | COc1ccccc1NCC(=O)N/N=C(\C)c1cccs1 | 19 | 6 | 0 | i | 2 | 3 | -2 | 0 | 22 |
| 25 | C=CCNC(=S)NNC(=O)c1ccco1 | -24 | 0 | 0 | i | -5 | 3 | -6 | 0 | -12 |
| 0 | CCC(OC(=O)c1nsc(Cl)c1Cl)C(=O)NC(C)(C)C (stereo not given) | -6 | -2 | 2 | i | 2 | -4 | -3 | -2 | 0 |
| 24 | O=C(NCc1cccs1)c1ccc2ccccc2n1 | 28 | 0 | 0 | i | -1 | -2 | 0 | -2 | 3 |
| 31 | Cc1cc(NN)nc(NS(=O)(=O)c2ccccc2)n1 | -4 | -3 | -2 | i | 1 | 0 | -1 | 2 | -4 |
| 17 | CC(=O)c1ccc(C(=O)N2CCCC(CNC(=O)c3ccccc3Cl)C2)cc1 (stereo not given) | 8 | -1 | 3 | i | -5 | 1 | -1 | 4 | 6 |
| 23 | O=C(c1ccc(S(=O)(=O)N2CCCC2)cc1)N1CCCCCC1 | -9 | nt | 8 | i | 1 | -3 | -1 | nt | -2 |
| 6 | Brc1cccc(C=Nc2cccc3ncccc23)c1 | 25 | 1 | -5 | i | 46 | nt | -19 | 9 | -1 |
| 4 | COc1nc(N/N=C/c2ccc(C)cc2)nc(N2CCCCC2)n1 | -13 | 0 | -9 | i | -8 | -5 | 1 | 0 | -10 |
| 17 | COc1ccc(C(=O)NCCc2cnc[nH]2)cc1OC | -6 | -2 | 2 | i | 5 | 0 | 7 | -5 | -5 |
| 14 | Cc1oc2nc(SCCCC(=O)NCCCO)nc(N)c2c1C | -6 | -3 | 0 | i | 2 | -1 | -3 | 8 | -2 |
| 38 | CC(CCc1ccccc1)NC(=O)C(=O)Nc1ccccc1 (stereo not given) | 5 | 2 | -1 | i | -5 | -4 | -10 | -1 | 1 |
| 13 | O=C(CCN1CCc2ccccc21)c1ccc2c(c1)OCCO2 | -22 | -2 | 1 | i | -6 | -1 | 1 | 8 | -16 |
| 20 | Cc1noc(NS(=O)(=O)c2ccc(NC(=O)CSc3nc4ccccc4[nH]3)cc2)c1C | 9 | 0 | -1 | i | -2 | 2 | 2 | 4 | -2 |
| 22 | Cc1ccc(C)c(N(CC(=O)NCCSCc2ccco2)S(C)(=O)=O)c1 | 12 | 1 | 0 | i | 3 | -5 | -1 | 1 | -2 |
| 59 | CC1CCCN(C(=O)CNS(=O)(=O)c2cccs2)C1 (stereo not given) | 7 | 4 | -2 | i | -1 | -6 | 1 | 2 | 0 |
| 19 | CN(CC(=O)Nc1ccccc1Cl)C(=O)COC(=O)c1ccc([N+](=O)[O-])cc1Cl | -14 | -2 | 2 | i | 6 | nt | 15 | 1 | 0 |
| 14 | CCc1cccc(NC(=S)N(CCN(C)C)C2CCN(C(C)C)CC2)c1 | -2 | 1 | 2 | i | -4 | -8 | 6 | 1 | 6 |

A stretch from the list above, as a working copy:
| AI-2 QS modul | Structure | HSF1 activator | GSK3A inh | GSK3beta inhib | PolyA inhibitor | DYRK1A inh | HSP90 refold inh | Platelet DG rel | HDAC3 inhib | HSF1 inhib |
| --- | --- | --- | --- | --- | --- | --- | --- | --- | --- | --- |
| 20 | Cc1noc(NS(=O)(=O)c2ccc(NC(=O)CSc3nc4ccccc4[nH]3)cc2)c1C | 9 | 0 | -1 | i | -2 | 2 | 2 | 4 | -2 |
| 22 | Cc1ccc(C)c(N(CC(=O)NCCSCc2ccco2)S(C)(=O)=O)c1 | 12 | 1 | 0 | i | 3 | -5 | -1 | 1 | -2 |
| 59 | CC1CCCN(C(=O)CNS(=O)(=O)c2cccs2)C1 (stereo not given) | 7 | 4 | -2 | i | -1 | -6 | 1 | 2 | 0 |
